Source: PubChem BioAssay (National Center for Advancing Translational Sciences (NCATS))
TSHR antag: human thyrotropin receptor antagonism | activity change, negative = inhibition, % at 11.5 µM | TSHR-expressing cells, TSH-stimulated cAMP HTRF, 2 h; hits give low values | AID 504810 | 0.2% of 330,000 active | P16473;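 active = activity change below a set negative limit, meaning inhibition stronger than a set level, cut at about -70% in these data; inconclusive = activity change between two set negative limits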; note: % is set by controls: 0 for no effect and ±100 for the full control effect
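Freshly harvested TSHR cells receive pin-tooled compound, then EC80 TSH at 4nM final. After 2 hours at 37 deg C, antibody in lysis buffer and cAMP-d2 are added; 30 minutes at ambient temperature precede the HTRF read.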
Eya2 phos inh: inhibitors of human Eya2 phosphatase activity. O00167. recombinant Eya2, OMFP fluorescence dephosphorylation (OMFP is methylfluorescein phosphate). Potency, µM (series often up to 76.9 µM), for the others: at the highest dose activity, negative = inhibition, actives largely listed as inhibitors. 0.006% of 330,000 active. AID 488837; note: potency is the fitted concentration of half-maximal effect; % is set by controls: 0 for no effect and ±100 for the full control effect
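Eya2 (0.2 uM) preincubated 10 min at ambient with compound, then OMFP substrate added at 50 uM; 10 min reaction in 50 mM HEPES pH 7.5, 50 mM NaCl, 5 uM MgCl2, 0.05% BSA, 1 mM DTT. Fluorescence read at Ex 485/Em 525 nm.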
S-ASM inh: human S-ASM enzyme inhibition | AID 504937 | P17405 | placental ASM, HMU-PC fluorogenic substrate, 60 min | Potency, µM (top dose mostly 57.5 µM), inactives show at the top dose activity change, negative = inhibition, usual class: inhibitors | 0.006% of 340,000 active; note: potency is the fitted concentration of half-maximal effect
Target sequence (P17405 47-631 limits assumed): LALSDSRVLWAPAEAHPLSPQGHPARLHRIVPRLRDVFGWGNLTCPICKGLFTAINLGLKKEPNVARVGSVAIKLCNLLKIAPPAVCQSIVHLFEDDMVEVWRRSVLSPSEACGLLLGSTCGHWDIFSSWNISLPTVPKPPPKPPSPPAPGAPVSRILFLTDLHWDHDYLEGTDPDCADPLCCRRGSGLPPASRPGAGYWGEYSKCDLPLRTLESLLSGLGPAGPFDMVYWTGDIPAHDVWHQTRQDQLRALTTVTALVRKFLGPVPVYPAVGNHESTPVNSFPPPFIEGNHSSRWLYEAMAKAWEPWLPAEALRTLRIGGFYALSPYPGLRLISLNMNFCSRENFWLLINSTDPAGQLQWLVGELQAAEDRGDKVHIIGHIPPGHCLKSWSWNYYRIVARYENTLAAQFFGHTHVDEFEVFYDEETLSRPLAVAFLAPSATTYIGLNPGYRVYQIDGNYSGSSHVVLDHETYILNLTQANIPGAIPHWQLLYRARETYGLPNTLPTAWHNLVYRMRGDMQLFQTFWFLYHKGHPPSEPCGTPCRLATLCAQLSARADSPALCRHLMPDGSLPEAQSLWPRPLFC
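qHTS format. ASM enzyme prepared from human placenta hydrolyses the fluorogenic substrate HMU-PC0 (9 uM final) over 60 min at 37 °C after a 10 min compound preincubation.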
AT treatment: potential ataxia-telangiectasia treatments restoring KAP-1 phosphorylation; […] A-T fibroblasts, KAP-1 phosphorylation AlphaLISA; neocarzinostatin DNA damage 30 min before lysis; Potency, µM (highest dose often 57.5 µM), for the others: at the top dose activation, actives largely listed as activators; 0.19% of 320,000 active; note: potency is the fitted concentration of half-maximal effect; % of control where 0% means no effect; nearly all actives have a fitted effect of over 45% in size
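hTERT-immortalized A-T patient fibroblasts ([…]), 500 cells/well in OPTI-MEM, 1% FBS, got compounds for 60 min, then NCS for 30 min at 37C. Lysates were then assayed for phospho-KAP-1 by AlphaLISA (anti-pKAP1 donor, anti-KAP1 acceptor beads), 6 hr at 25C.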
Chronic BCR inh: inhibitors of chronic active B-cell receptor signaling; ABC-DLBCL IkBa-CBG/CBR reporter, luminescence ratio, 4 h; Potency, µM (series often up to 46.1 µM), inactives show at the highest dose ratio change, negative = lower green/red ratio, actives largely listed as inhibitors; 0.05% of 340,000 active; AID 493014; active = well fitted inhibition curve with a large enough effect in the signal ratio, with a control signal flat, not every such curve was filed as active; inconclusive = small, poorly fitted or top-dose-only effect, or effect the other way, or a change in a side signal; the % refers to the signal ratio;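 note: potency is the fitted concentration of half-maximal effect; plate controls were basal doxycycline-induced cells for no effect and cells given 10 µM MG132 for full effect; MG132 reads +100%, hits lower the ratio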
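Concentration-response series (up to 46 uM) were applied to TMD8 dual-reporter cells for 4 h at 37C with doxycycline. Green/red ratio, after filter-overlap correction, defined %Activity; red signal alone was normalised to basal cells and zero luminescence.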
TSG101-PTAP inh: blocks PTAP/TSG101 interaction to inhibit HIV-1 budding; Potency, µM (titrated, usually from 115 µM), for the others: at the top dose activity change, negative = inhibition, hits mostly inhibitors; Q99816; Fluorescence polarization, FITC-PTAP peptide / Tsg101 binding; 340,000 tested, under 10 active; active = well fitted inhibition curve with a large enough effect in the main read-out, with a control signal flat, not every such curve was filed as active; inconclusive = small, poorly fitted or top-dose-only effect, or effect the other way, or a change in a side signal; inactive = no such curve, though single readings can be large or run the other way; note: potency is the fitted concentration of half-maximal effect; % of control where 0% means no effect
Target sequence (Q99816 whole entry, looked up): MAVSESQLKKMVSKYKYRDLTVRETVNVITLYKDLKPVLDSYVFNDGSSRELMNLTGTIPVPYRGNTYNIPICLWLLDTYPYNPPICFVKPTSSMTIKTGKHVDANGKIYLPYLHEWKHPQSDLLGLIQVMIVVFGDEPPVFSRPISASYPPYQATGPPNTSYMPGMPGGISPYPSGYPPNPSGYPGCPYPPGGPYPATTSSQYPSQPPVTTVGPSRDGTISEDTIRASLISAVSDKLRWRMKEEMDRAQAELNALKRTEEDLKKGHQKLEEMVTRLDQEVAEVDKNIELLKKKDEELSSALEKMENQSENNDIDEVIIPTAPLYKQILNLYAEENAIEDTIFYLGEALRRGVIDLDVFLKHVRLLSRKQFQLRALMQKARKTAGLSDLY
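FP read-out: FITC-PTAP peptide, 50 nM final, binding Tsg101 binding domain, 10 uM final; 20 min, r.t.; 10 mM HEPES pH 7.5, 0.15 M NaCl, 0.01% Tween 20, 3 mM EDTA, 0.1 mM TCEP.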
Mito fusion act: mitochondrial division inhibition or fusion activation. S. cerevisiae fusion-defective mutant growth rescue, CellTiterGlo 48 h. Potency, µM (doses to about 46.1 µM), inactives show top-dose growth rescue (activation), most hits filed as activators. 0.23% of 320,000 active;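 note: potency is the fitted concentration of half-maximal effect; % of control where 0% means no effect; nearly all actives have a fitted effect of over 45% in size; temperature-sensitive fusion mutants such as fzo1-1 at 37 °C on non-fermentable ethanol glycerol medium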
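Read-out: ATP-based luminescence (CellTiterGlo, 10 min ambient) reporting growth of fusion-defective ts yeast after 48 hours at 37C on glycerol/ethanol YPEG medium in the presence of compound.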
TCR act: T cell receptor activation; 330,000 tested, under 10 active; primary human leukocytes, anti-CD3, IL-2 HTRF, 48 h; Potency, µM (titrated, usually from 9.22 µM), inactives show at the top dose activation of IL-2 secretion, most hits filed as activators; note: % of control where 0% means no effect
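1) Mix primary human leukocytes, a-CD3 beads and compound. 2) Incubate 48 hr. 3) Add HTRF IL-2 reagents (a-IL-2-K, a-IL-2-d2).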
ELG1 repair inh: ELG1-dependent DNA repair inhibition | Potency, µM (top dose mostly 46.1 µM), for inactives: at the highest dose activity change, negative = inhibition, hits mostly inhibitors | AID 504467 | HEK293T ELG1-luciferase reporter, luminescence, 16 h; DNA damage induced by 5-fluorouridine | 2.3% of 330,000 active; note: potency is the fitted concentration of half-maximal effect; % is set by controls: 0 for no effect and ±100 for the full control effect; nearly all actives have a fitted effect of over 55% in size
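In this reporter screen, reduction of luminescence relative to DMSO vehicle indicated activity. Compounds and 5-fluorouridine were added together to 2,000 cells per well, incubated for 16 hr at 37 °C, then developed with ONE-Glo.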
a7 integrin act: activates integrin-mediated alleviation for muscular dystrophy | Potency, µM (highest dose often 38.3 µM), inactives show top-dose activation, usual class: activators | alpha7betagal myoblasts, beta-gal FDG fluorescence, 48 h | 0.064% of 350,000 active;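 note: potency is the fitted concentration of half-maximal effect; 100% = response of the positive control SU9516; nearly all actives have a fitted effect of over 60% in size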
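alpha7betagal+/- myoblasts (passage 13, 250/well) treated 48 h at 37C with compounds at 1:260 dilution of DMSO stock. Lysed, then beta-galactosidase activity read as FDG fluorescence (ex 480/em 540) after 30 min, with pre-read for autofluorescence.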
Tb PFK inh: inhibitors of T. brucei phosphofructokinase; O15648; 0.17% of 330,000 active; Potency, µM (titrated, usually from 57.5 µM), without a hit: at the highest dose activity, negative = inhibition, most hits filed as inhibitors; T. brucei PFK, ADP-Glo luminescence;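 note: potency is the fitted concentration of half-maximal effect; 0% = uninhibited 1x PFK enzyme wells and -100% = no-enzyme wells; nearly all actives have a fitted effect of over 60% in size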
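In TEA buffer at pH 8.0 with 5 mM MgCl2, enzyme (1.25 nM) converted F6P (0.5 mM) and ATP (0.1 mM) for 45 min at room temperature. ADP product was read by luciferase luminescence.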
An asterisk follows results filed as active; ? = inconclusive; / = not tested or not shown; [ ] = another dose, or the depositor's remark. Unless noted, calls come from the whole dose curve; as a rule, active = well fitted curve in the direction sought with a large enough effect; inconclusive = small, poorly fitted or top-dose-only effect, or another doubt; inactive = no such curve, though single readings can be large; an effect the other way counts as inactive or inconclusive. Compounds were not picked by outcome. About 3.2% of those tested had a hit in this group.

SMILES | TSHR antag | Eya2 phos inh | S-ASM inh | AT treatment | Chronic BCR inh | TSG101-PTAP inh | Mito fusion act | TCR act | ELG1 repair inh | a7 integrin act | Tb PFK inh
Cc1ccc(CSc2nnc(C(F)(F)F)n2Cc2ccc(F)cc2)cc1 | -17 | ? | -1% | 7% | 8% | -6% | 0% | / | 2% | -12%[7.66 µM] | 1%
O=C(CSc1ccccc1F)NC(=O)c1ccc(Cl)cc1 | 17 | -6% | -2% | 1% | 6% | -4% | / | -8%[46.1 µM] | 5% | -21% | -1%
O=C(COC(=O)c1ccc(S(=O)(=O)Nc2ccccc2)cc1)NCCN1C(=O)CSC1=O | -4 | 14% | -2% | 3% | -11% | -4% | 3% | -3% | -1% | 3% | 0%
CCOCCOC(=O)c1ccc(-n2cnc(C)n2)nc1 | -5 | -7% | 0% | 3% | 3% | 1% | -2% | 1% | -6% | -2% | 0%
CCOC(=O)C(=O)C1=C(N2CCOCC2)/C(=C\c2cccc([N+](=O)[O-])c2)CC1 | -7 | 10% | 4% | 5% | 1% | 0% | -12% | 8%[46.1 µM] | 11% | -3% | 15%
CCN(CC)CCCNC(=O)c1sc2nc(-c3ccc(F)cc3)cn2c1C | 5 | 11% | -4% | / | ? | -8% | -1% | 6% | ? | -50%[inhibitor] | -9%
CCN(CC)C(=O)CSC1=N/C(=C/c2ccco2)C(=O)N1c1ccc(OC)c(Cl)c1 | -8 | 6% | -9% | -2% | -17% | -5% | 9% | -2%[46.1 µM] | ? | -46% | -1%
CCCCC1S/C(=N/N=C/c2cccs2)NC1=O (centres undefined) | -8 | -4% | -5% | 3% | 5% | -2% | 6% | -2%[46.1 µM] | -5% | -1% | 3%
COC(=O)[C@@]12CCCCN1[C@H](c1ccc(-c3ccc4c(c3)OCO4)cc1)[C@H]1C(=O)N(C)C(=O)[C@H]12 | -9 | -37% | -6% | 2% | 0% | -8% | / | 6% | ? | 15% | 1%
Cc1noc(C)c1NC(=O)Nc1cccc2c1O[C@H](CN(C)S(C)(=O)=O)[C@@H](C)CN([C@H](C)CO)C2=O | -13 | -24% | 3% | 5% | 0% | -2% | / | -1% | 18% | -3% | 8%
O=C1COc2ccc(C(=O)COC(=O)c3cc(S(=O)(=O)NCc4ccccc4)ccc3O)cc2N1 | 0 | 3% | 0% | ? | ? | 0% | 11% | -5% | -7% | -13% | 1%
O=C(COC(=O)c1cc(S(=O)(=O)N2CCCCC2)ccc1N1CCOCC1)NC1CCCCC1 | -9 | -12%[15.4 µM] | 3% | 4% | -8% | -2% | -2% | -5% | ? | -4% | -4%
Cc1ccc(S(=O)(=O)Nc2ccc(F)c(S(=O)(=O)N3CCOCC3)c2)cc1 | 3 | 2% | -1% | -11% | -4% | -3% | / | 1%[46.1 µM] | -20% | 18% | 0%
COc1cc(CO)cc(Br)c1OCC(=O)N1CCCCC1 | 17 | 5% | 5% | 5% | -2% | -13% | -4% | 7% | 8% | 32% | -9%
Cc1ccccc1NC(=O)Cc1nc(COC(=O)CCOc2ccccc2)cs1 | -3 | -1% | -1% | 5% | 0% | / | -3% | 0% | -7% | -16% | 1%
CC(=O)Nc1ccc(C=C(C(C)=O)C(C)=O)cc1 | -11 | -5% | 7% | 1% | -6% | -5% | 1% | 1% | ? | -13% | -2%
C/C(=N/NC(=O)Cc1cc(=O)[nH][nH]1)c1ccc([N+](=O)[O-])cc1 | 30 | 7% | 0% | -10% | 0% | -1% | -2% | 3%[46.1 µM] | -2% | 2% | -1%
O=C(NCCCNc1ccc(C(F)(F)F)cc1[N+](=O)[O-])c1cc(F)c(F)cc1Cl | -5 | 12% | -23% | 3% | -4% | -2% | 6% | 1% | ? | -44% | 1%
COc1ccc(C(NC=O)c2cc(OC)c(OC)cc2Br)cc1OC (centres undefined) | 3 | -8% | 1% | 3% | 13% | -1% | -5% | 7%[46.1 µM] | 5% | -1% | 10%
CCN(CC)S(=O)(=O)c1ccc(N2CCN(C)CC2)c(NC(=O)c2cc(=O)c3ccccc3o2)c1 | 12 | 2% | -1% | 14% | 0% | 3% | 0% | 4% | 14% | -30% | 1%
O=C(CSCc1ccccc1)N1CCc2ccccc21 | -10 | -35% | 1% | 8% | 0% | -3% | 9% | -4% | ? | -23% | 1%
O=C(COC(=O)c1n[nH]c(=O)c2ccccc12)c1ccc(Br)cc1 | -1 | -3% | -4% | 1% | 24% | -2% | -3% | 4% | -7% | -7% | -1%
O=c1c2c3c(sc2nc(NCCO)n1-c1ccccc1)CCCC3 | 13 | -2% | -3% | 3% | -2% | -2% | -1% | 3% | ? | 7% | -3%
Cc1c(C(=O)N2CCOCC2)[nH]c2c1C(=O)CC(c1ccccc1Cl)C2 (centres undefined) | -3 | 1% | 4% | 2% | -1% | -5% | 0% | 5% | -8% | -15% | 6%
Cc1c(C#N)c(N)c(C(=O)c2ccccc2)n1Cc1ccccc1 | -6 | -1% | -4% | -8% | ? | 2% | 10% | 0% | 7% | -17% | 1%
SMILES | TSHR antag | Eya2 phos inh | S-ASM inh | AT treatment | Chronic BCR inh | TSG101-PTAP inh | Mito fusion act | TCR act | ELG1 repair inh | a7 integrin act | Tb PFK inh
Cc1csc(NC(=O)CSc2nccn2C)n1 | 7 | 5% | 3% | 2% | 5% | -1% | -1% | 1% | ? | ? | -3%
Cc1nn(C)cc1CNCc1c(C(=O)N2CCCCC2)nc2c(C)cccn12 | 0 | -1% | 3% | -3% | 1% | -1% | 6% | 4% | ? | -16% | -1%
Cc1ccc(CS(=O)Cc2ccc(C(=O)N3CCN(C4CCCCC4)CC3)o2)cc1 (centres undefined) | 32 | -9% | -2% | -2% | 1% | -5% | 1% | 7% | 11% | 1% | 1%
COc1ccc(S(=O)(=O)Nc2cccnc2)cc1OC | 9 | 13% | -1% | 8% | 1% | -4% | -2% | 0% | -7% | -8% | 3%
Cc1ccc(N2C(=O)c3n[nH]c(C)c3C2c2ccco2)cc1 (centres undefined) | -5 | -13% | -2% | -3% | -14% | -8% | -1% | 0% | ? | -5% | -4%
Cc1c(C)c2ccc(OCC(=O)N3CCN(c4cccc(Cl)c4)CC3)cc2oc1=O | 3 | -9% | 0% | 4% | 6% | -3% | -5% | -4% | ? | 0% | ?
COCCNC(=S)N/N=C/c1ccccc1C(=O)O | -7 | 11% | 2% | 2% | 15% | -3% | 1% | -5% | ? | 1% | -7%
COc1ccc(CCNC(=O)C2CCN(S(C)(=O)=O)CC2)cc1 | 40 | 23% | -2% | 4% | 18% | 1% | 0% | 0% | 8% | 30% | 4%
CCCNC(=O)N1CCC(c2nc3ccccc3s2)CC1 | 2 | -7% | 4% | 20% | -1% | 3% | -11% | 0% | 15% | 10% | 4%
COc1ccc(CNC(=O)CCn2c(=O)oc3ccccc32)c(OC)c1 | 6 | 1% | 2% | -2% | 2% | 0% | -26% | 8% | -1% | -26% | -4%
CC1CCN(C(=O)CN2C(=O)NC3(CCC(C)CC3)C2=O)CC1 (centres undefined) | 10 | -1% | 3% | 2% | 0% | -1% | -2% | 1% | 8% | 0% | 3%
Cc1nn(C)c(C)c1NC(=S)Nc1ccc(S(=O)(=O)Nc2ncccn2)cc1 | 2 | -1% | 1% | 0% | 3% | -3% | 3% | -4% | -4% | -8% | 1%
CCC(C)NC(=O)[C@@H]1CSC2c3ccccc3C(=O)N21 (some centres undefined) | 4 | 1% | 0% | -4% | 0% | 0% | 5% | 3% | -5% | -6% | 0%
O=C(CCCc1cccs1)Nc1nc(-c2ccc(F)cc2)cs1 | -18 | 2% | -1% | 11% | ? | -3% | 0% | 4%[46.1 µM] | 19% | 11% | 1%
COC(=O)c1cc(Br)c(=O)n(CCc2ccc(F)cc2)c1 | -9 | -5% | 2% | 0% | 1% | 0% | 4% | 0% | 9% | 7% | 3%
CCOc1ccc(CN2CCCC(CO)(Cc3ccc(F)cc3)C2)cc1 (centres undefined) | 7 | -7% | 1% | 4% | 1% | -3% | 0% | 1% | -5% | -48%[inhibitor] | 2%
